# OXTR ag: human OXTR agonism. P30559. CHO-OTR cells, Fluo-8 calcium fluorescence; normalized: DMSO 0%, oxytocin 100%. activation, % at 3 µM. actives 0.32% (n = 320,000);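 active = activation above the mean of all tested compounds plus 3 SD, cutoff set per screening run, cut at about 20% in these data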;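 note: peak over basal fluorescence ratio from a 100 s FLIPR kinetic read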
# Target sequence (P30559 whole entry, looked up): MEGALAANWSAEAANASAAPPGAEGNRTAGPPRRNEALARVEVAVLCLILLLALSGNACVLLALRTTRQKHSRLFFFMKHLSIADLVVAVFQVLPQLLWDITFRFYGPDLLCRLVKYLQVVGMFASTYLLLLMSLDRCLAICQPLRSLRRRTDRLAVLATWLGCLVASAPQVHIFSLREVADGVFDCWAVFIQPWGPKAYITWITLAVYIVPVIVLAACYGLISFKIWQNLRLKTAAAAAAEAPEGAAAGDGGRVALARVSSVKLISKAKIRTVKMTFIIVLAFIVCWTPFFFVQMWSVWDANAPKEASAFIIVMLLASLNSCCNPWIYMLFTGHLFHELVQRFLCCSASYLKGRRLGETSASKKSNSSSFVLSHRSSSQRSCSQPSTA
# GPR7 antagonist: blocks human GPR7 receptor signaling. P48145. actives 1.1% (n = 290,000). GPR7-expressing cells, fluorescence antagonist assay. inhibition, % at 4.4 µM. AID 1861; in the data active = inhibition above about 16%, passing the limit was not always enough;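 note: cells stimulated with the agonist NPW; 0% = agonist with vehicle and 100% = vehicle without agonist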
# Target sequence (P48145 whole entry, looked up): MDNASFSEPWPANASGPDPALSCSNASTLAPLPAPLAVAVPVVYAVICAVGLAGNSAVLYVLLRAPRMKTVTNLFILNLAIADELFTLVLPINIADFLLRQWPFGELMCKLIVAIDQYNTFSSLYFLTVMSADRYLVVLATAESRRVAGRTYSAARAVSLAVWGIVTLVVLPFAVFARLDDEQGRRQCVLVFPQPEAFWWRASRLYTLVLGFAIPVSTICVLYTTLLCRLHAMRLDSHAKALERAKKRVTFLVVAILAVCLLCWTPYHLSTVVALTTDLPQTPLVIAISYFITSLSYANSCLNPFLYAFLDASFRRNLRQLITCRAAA
# M1 PAM parental: counter-screen for M1 PAMs: effect in parental CHO-K1 cells | ATP EC20, Fluo-8 calcium fluorescence; 0% at ATP EC20, 100% at ATP max | AID 602247 | actives 0.02% (n = 360,000) | activation, % at 3 µM;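 active = activation above the run cutoff, the mean activation of all test compounds plus 3 SD, cut at about 40% in these data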;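 note: peak over basal fluorescence ratio in a 140 s read after ATP addition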
# V1aR counter: counter-screen for oxytocin receptor agonists: human V1a receptor agonists. P37288. CHO-V1R cells, Fluo-8 calcium fluorescence, agonist mode; 0% DMSO, 100% 3 nM vasopressin. activation, % at 3 µM. actives 0.25% (n = 320,000). AID 2797;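 active = activation above the mean activation of all tested compounds plus 3 SD, per screening run, cut at about 20% in these data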;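 note: signal is peak over basal fluorescence ratio across a 100 second FLIPR read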
# TAAR1 antag: antagonists of human TAAR1. CHO RD-HGA16 TAAR1, Fluo-8 calcium fluorescence, antagonist. AID 624466. actives 1.5% (n = 360,000). Q96RJ0. inhibition, % at 3 µM;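 active = inhibition above a per-plate cutoff, the mean inhibition of test compounds on that plate plus 3 SD, cut at about 49% in these data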;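 note: 0% = DMSO plus EC80 beta-PEA response and 100% = DMSO alone without agonist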
# Target sequence (Q96RJ0 whole entry, looked up): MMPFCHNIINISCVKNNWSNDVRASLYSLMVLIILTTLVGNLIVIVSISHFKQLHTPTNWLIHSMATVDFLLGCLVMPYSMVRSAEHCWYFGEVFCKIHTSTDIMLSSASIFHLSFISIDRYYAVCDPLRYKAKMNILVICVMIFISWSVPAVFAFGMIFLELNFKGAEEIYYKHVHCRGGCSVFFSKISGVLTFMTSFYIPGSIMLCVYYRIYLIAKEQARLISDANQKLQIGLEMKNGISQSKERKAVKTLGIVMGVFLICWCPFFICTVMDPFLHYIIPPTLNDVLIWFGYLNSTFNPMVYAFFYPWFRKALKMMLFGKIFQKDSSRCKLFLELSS
#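 System: RD-HGA16 CHO cells with stable hTAAR1 and Gα16 | Probe or stimulus: EC80 β-phenethylamine stimulus | Dosing: 3 µM, single point | Times: Dye loading 75 min at 37 °C, then 30 min room temperature | Measured by: Fluo-8 calcium-sensitive fluorescence | Read-out basis: % inhibition of agonist calcium response | Replicates: n of 1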
# CHO parental Ca: counter-screen for OX1R antagonists: effect in parental CHO cells; AID 463079; actives 0.63% (n = 330,000); inhibition, % at 5.6 µM; parental CHO-K1, ATP-induced calcium, Fluo-8 fluorescence;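 active = inhibition above that plate's mean sample inhibition plus 3 SD, cut at about 26% in these data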;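 note: 0% = ATP-challenged DMSO wells and 100% = DMSO wells without ATP; some compounds past the cut are filed as inactive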
#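 Assay system: untransfected parental CHO cell line. Also added: ATP agonist challenge. Dosing: one dose, 5.6 µM nominal. Measured by: Fluo-8 fluorescence. Read-out: % inhibition. Benchmarks: ATP wells versus no-ATP DMSO wells. Repeats: no replicates.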
# OXTR potentiator: potentiators of human oxytocin receptor; P30559; CHO-OTR cells, Fluo-8 calcium fluorescence, potentiator mode; 0% = oxytocin EC15, 100% = EC100; activation, % at 3 µM; actives 0.061% (n = 320,000); AID 2445;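 active = activation above that plate's cutoff, the mean activation of tested compounds plus 3 SD, cut at about 6.6% in these data, passing the limit was not always enough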;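 note: 100% uses oxytocin at 75 nM as the full agonist control; some results filed as inactive read as strong as hits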
#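 Assay system: CHO cell line stably expressing human OTR | Also added: Oxytocin at about EC15, sub-maximal agonist stimulus | Times: Compound 6 min at room temperature before oxytocin, 100 s read | Measured by: Fluo-8 intracellular calcium fluorescence, ex 470-495, em 515-575 nm | Controls: EC15 oxytocin alone as 0%, 75 nM oxytocin as 100%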
# M1 ag parental: nonselective activator or artifact in parental CHO-K1 cells; AID 602248; activation, % at 3 µM; Fluo-8 calcium fluorescence; scaled to maximal ATP response, vehicle zero; actives 0.48% (n = 360,000); in the data active = activation above about 15%;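 note: untransfected CHO-K1 host cells lacking M1 receptor as counterscreen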
# CHO-K1 Ca antag: nonselective inhibitor or artifact in parental CHO-K1 cells; ATP-induced calcium, Fluo-8 fluorescence; inhibition, % at 3 µM; actives 0.6% (n = 360,000);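 active = inhibition above a per-plate cutoff, the plate's mean sample inhibition plus 3 SD, cut at about 24% in these data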;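 note: 0% = DMSO plus EC80 ATP and 100% = DMSO alone without ATP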
# The depositor's hits bear a star; x = no result given.
(1) O=C(O)Cn1nc2c3c(cccc3c1=O)-c1ccccc1-2
(2) CCOc1ccc2c(c1)C(C)=CC(C)(C)N2S(=O)(=O)c1ccc(F)cc1
(3) CCn1c(SCC(=O)N/N=C/C=C\c2ccccc2[N+](=O)[O-])nc2ccccc21
(4) O=c1c(OC2OC(CO)C(O)C(O)C2OC2OC(CO)C(O)C(O)C2OC2OC(CO)C(O)C(O)C2O)c(-c2ccc(O)c(O)c2)oc2cc(O)cc(O)c12 (stereo not drawn)
(5) CCc1oc(C(=O)OC)cc1CSC(=N)N
(6) COc1ccc(NS(=O)(=O)N2CCOCC2)cc1
(7) O=[N+]([O-])c1cc2c(cc1CN1CCN(c3ccccc3)CC1)OCO2
(8) CCCCN1C(=O)C(CC(=O)NCc2ccco2)CC(C(=O)N(C)C)=C1C (stereo not drawn)
(9) Cc1ccc(OCC(=O)Nc2cccc(S(=O)(=O)N3CCCCCC3)c2)c([N+](=O)[O-])n1
(10) COc1ccc(CN(C)C(=O)c2oc3ccccc3c2CSC)cc1F
Screen / compound no.,1,2,3,4,5,6,7,8,9,10
CHO parental Ca,2.6,-12.3,-9.4,-9.5,7.0,8.0,-14.6,x,-14.5,-18.3
CHO-K1 Ca antag,4.9,11.8,-3.0,-1.5,-1.0,-8.8,-9.5,0.3,-4.1,-11.3
V1aR counter,0.5,0.4,0.1,0.8,0.4,0.7,0.0,x,6.6,0.2
OXTR potentiator,-9.6,-9.9,-4.5,-1.7,-2.6,-3.5,-3.9,x,-15.4,-4.3
GPR7 antagonist,-5.0,-18.1,-3.4,x,-1.4,-17.6,-16.8,x,-1.8,4.3
M1 ag parental,0.4,-0.7,2.8,1.4,0.7,0.6,0.0,0.1,9.0,1.1
TAAR1 antag,-15.3,-7.1,29.7,-2.2,-44.3,-25.9,-17.6,-21.7,-23.2,20.8
M1 PAM parental,-22.5,-9.4,15.2,11.8,10.7,9.5,11.0,17.6,-0.4,1.4
OXTR ag,0.0,-2.6,-1.3,0.8,1.2,-0.5,-2.1,x,5.0,-0.2

(11) CCOC(=O)[C@@H]1[C@H]2COc3ccc(Br)cc3[C@@H]2N2C(=O)N(c3ccc(Cl)cc3)C(=O)[C@]12C
(12) O=C(COc1ccccc1C(=O)c1cnn(-c2ccccc2)c1)Nc1ccccc1
(13) NC(=O)NC1NC(=O)NC1=O (stereo not drawn)
(14) O=C(NC(=S)N1CCOCC1)c1cn(-c2ccccc2)nc1-c1ccc(F)cc1
(15) COc1ccccc1C(=O)N/C(=C\c1ccc2c(c1)OCO2)C(=O)NCCc1nc2ccccc2[nH]1
(16) CCOc1cccc(/C=N/NC(=S)Nc2cc(S(=O)(=O)N3CCOCC3)ccc2N2CCOCC2)c1O
(17) O=C(O)CCC(C(=O)O)N1C(=O)C2C3CCC(C3)C2C1=O (stereo not drawn)
(18) COc1ccc(C2C(C(=O)N3CC(C)CC(C)C3)c3ccccc3C(=O)N2C)cc1 (stereo not drawn)
(19) Cc1cccc(Cn2c(-c3ccc[nH]c3=O)nc3ccccc32)c1
(20) COc1cc(C(CC(=O)O)n2cnnn2)ccc1OC(C)C (stereo not drawn)
Screen / compound no.,11,12,13,14,15,16,17,18,19,20
CHO parental Ca,-18.5,-16.6,-7.5,-21.5,-21.4,8.9,x,-19.3,-12.6,-2.2
CHO-K1 Ca antag,-9.0,-2.0,-14.6,-7.9,0.1,-3.2,8.0,-10.7,-5.3,-12.7
V1aR counter,1.6,1.3,-0.1,-1.4,-0.6,-0.1,x,-0.8,1.5,0.9
OXTR potentiator,-5.6,-7.9,1.6,-8.2,0.0,-5.0,x,1.0,-15.4,-3.5
GPR7 antagonist,x,-2.6,-14.9,x,2.5,-13.5,x,1.7,11.4,-4.9
M1 ag parental,0.2,0.9,0.9,-0.3,2.3,3.8,-0.1,0.9,0.9,1.1
TAAR1 antag,-0.9,53.2*,-6.4,32.4,33.5,22.5,-8.3,-9.6,-6.1,3.4
M1 PAM parental,6.9,21.8,18.3,-6.0,14.6,15.7,-7.4,-3.9,2.9,26.3
OXTR ag,0.1,-0.9,0.1,-1.4,-2.0,0.5,x,0.6,-1.0,1.4

# Exported bar-delimited: part of the list above.
no. | Compound | CHO parental Ca | CHO-K1 Ca antag | V1aR counter | OXTR potentiator | GPR7 antagonist | M1 ag parental | TAAR1 antag | M1 PAM parental | OXTR ag
2 | CCOc1ccc2c(c1)C(C)=CC(C)(C)N2S(=O)(=O)c1ccc(F)cc1 | -12.3 | 11.8 | 0.4 | -9.9 | -18.1 | -0.7 | -7.1 | -9.4 | -2.6
7 | O=[N+]([O-])c1cc2c(cc1CN1CCN(c3ccccc3)CC1)OCO2 | -14.6 | -9.5 | 0.0 | -3.9 | -16.8 | 0.0 | -17.6 | 11.0 | -2.1

# The listing continues.
(21) OC[C@@H]1CN(Cc2ccc(-c3ccccc3)cc2)C[C@H](n2cnc3c(N4CCCC4)ncnc32)O1
(22) Cc1cc(NC(=O)c2csc([C@@H]3O[C@H](CO)[C@H](O)[C@H](O)[C@H]3O)n2)n(C)n1
(23) CCN(CC)S(=O)(=O)c1ccc(NC(=O)Nc2cccc(C(F)(F)F)c2)cc1
(24) O=C(COC(=O)C12CC3CC(CC(O)(C3)C1)C2)Nc1ccccc1OC(F)F
(25) Cc1nn2cc(-c3ccc(Cl)cc3)cnc2c1Cl
(26) COc1ccccc1/C=C/C(=O)Nc1cccc(S(=O)(=O)NC2=NCCCCC2)c1
(27) CC(C)[C@H](NC(=O)c1ccccc1Cl)C(=O)NC1CCCCCC1
(28) CC(C)n1c(SCC(=O)N2CCN(C)CC2)nc2c1c(=O)n(C)c(=O)n2C
(29) O=Nc1[nH]c(=O)c(/C=C(\O)c2ccccc2)nc1NO
(30) O=C(NCc1ccccc1)c1cc(C2CCCN(S(=O)(=O)c3cccs3)C2)on1 (stereo not drawn)
Screen / compound no.,21,22,23,24,25,26,27,28,29,30
CHO parental Ca,x,x,34.9*,2.4,19.7,-21.3,-16.2,1.6,x,x
CHO-K1 Ca antag,3.0,-1.6,27.8*,-6.6,5.8,-2.0,-2.8,-8.0,-5.2,0.1
V1aR counter,x,x,13.2,-0.2,0.8,-0.3,-0.6,-0.1,x,x
OXTR potentiator,x,x,-6.6,-10.4,-0.8,4.5,-0.7,-1.9,x,x
GPR7 antagonist,x,x,27.1*,4.7,-5.0,-3.3,3.4,-3.7,-4.7,x
M1 ag parental,5.8,0.3,10.5,0.8,-0.1,3.7,3.3,0.2,0.7,0.5
TAAR1 antag,6.2,4.4,9.0,2.4,-7.4,8.8,-23.8,5.1,-23.8,-9.0
M1 PAM parental,11.6,7.0,0.0,10.5,-7.2,-2.0,13.2,-5.0,2.0,-5.7
OXTR ag,x,x,15.1,0.6,0.1,-0.8,-1.8,0.4,x,x

(31) COc1ccc(NC(=O)c2cc(Br)c(Br)s2)cn1
(32) COc1ccc(CN2CCN(Cc3ccc(C(F)(F)F)cc3)CC2)c(OC)c1
(33) CCOc1ccc(C(=O)NCC(=O)NCCSc2ccc(Br)cc2)cc1OCC
(34) O=C(COc1ccc2c3c(c(=O)oc2c1)CCC3)N[C@@H](CSCc1ccccc1)C(=O)O
(35) CCOc1ccc(NC(=O)CCNS(=O)(=O)c2ccc3c(c2)CCC(=O)N3)cc1
(36) CCn1c(SCC(=O)Nc2ccc3c(c2)OCCO3)nnc1C(C)C
(37) CCOC(=O)c1cnc(SCC(=O)Nc2ccc3c(c2)OCCO3)nc1N
(38) NC(=O)C1CC(=O)N(c2ccc(OCC(=O)N3CCCC3)cc2)C1 (stereo not drawn)
(39) COC(=O)c1cc(NC(=O)CSc2nnc(N)s2)ccc1Cl
(40) Nc1ccc(Br)cc1C(=O)O
Screen / compound no.,31,32,33,34,35,36,37,38,39,40
CHO parental Ca,-22.0,-2.5,x,-4.7,-4.4,-3.5,-18.4,x,-14.2,0.1
CHO-K1 Ca antag,-10.5,-13.2,6.0,-2.7,-2.5,-0.8,-5.9,-8.6,-1.9,17.3
V1aR counter,1.5,10.9,x,0.0,-0.6,0.0,3.1,x,0.5,0.1
OXTR potentiator,-9.0,-12.7,x,1.2,2.4,1.4,-10.2,x,-7.1,0.4
GPR7 antagonist,-2.8,11.6,x,-2.3,-20.6,-9.1,-3.4,x,2.1,1.7
M1 ag parental,8.8,6.5,-0.1,0.7,0.2,0.7,1.8,1.0,0.4,0.0
TAAR1 antag,28.9,-9.8,-8.3,-17.9,14.6,5.0,5.6,3.0,-1.8,-2.1
M1 PAM parental,12.8,0.9,-5.5,18.1,3.4,16.2,13.1,3.1,17.3,-9.7
OXTR ag,0.9,11.0,x,1.0,-1.8,-0.2,2.3,x,0.1,-1.1

# Reprinted at random: 3 records from the list
(36) CCn1c(SCC(=O)Nc2ccc3c(c2)OCCO3)nnc1C(C)C
(35) CCOc1ccc(NC(=O)CCNS(=O)(=O)c2ccc3c(c2)CCC(=O)N3)cc1
(38) NC(=O)C1CC(=O)N(c2ccc(OCC(=O)N3CCCC3)cc2)C1 (stereo not drawn)
Screen / compound no.,36,35,38
CHO parental Ca,-3.5,-4.4,x
CHO-K1 Ca antag,-0.8,-2.5,-8.6
V1aR counter,0.0,-0.6,x
OXTR potentiator,1.4,2.4,x
GPR7 antagonist,-9.1,-20.6,x
M1 ag parental,0.7,0.2,1.0
TAAR1 antag,5.0,14.6,3.0
M1 PAM parental,16.2,3.4,3.1
OXTR ag,-0.2,-1.8,x

# New compounds follow.
(41) O=C(OCCc1cc2ccccc2c(=O)o1)c1cccc(Br)c1
(42) Cc1ccc(C(=O)Nc2c[nH]c(=O)[nH]c2=O)cc1
(43) S=C1NCCOCCOCCOCCOCCN1
(44) Nc1c(C(=O)CSc2ccccn2)c(=O)[nH]c(=O)n1C1CC1
(45) COc1cccc(Nc2c([N+](=O)[O-])cncc2[N+](=O)[O-])c1
(46) CC1CCN(S(=O)(=O)c2ccc3c(c2)n(C)c(=O)n3C)CC1
(47) COc1ccc(S(=O)(=O)N2CCCC2)cc1C(C)C
(48) O=C(c1cccnc1)c1ncc(C(F)(F)F)cc1Cl
Screen / compound no.,41,42,43,44,45,46,47,48
CHO parental Ca,-1.1,-5.3,-0.8,-5.6,-6.6,-14.5,-4.5,0.0
CHO-K1 Ca antag,3.8,-2.4,-16.5,7.9,-2.9,8.5,6.8,-10.8
V1aR counter,2.3,0.7,0.7,0.1,0.4,1.4,-0.8,-0.4
OXTR potentiator,-2.3,-13.3,-0.5,-9.8,-5.8,-5.3,-0.1,-7.4
GPR7 antagonist,x,-5.0,-10.5,x,-0.2,-9.4,-10.2,-18.1
M1 ag parental,-0.1,0.6,0.5,-0.4,0.5,0.0,-0.2,3.5
TAAR1 antag,32.4,7.5,5.0,-15.1,-19.4,-1.0,8.9,-10.7
M1 PAM parental,2.6,-9.4,8.4,-18.1,-0.8,-25.5,-11.8,2.6
OXTR ag,0.0,-0.1,0.6,1.8,-0.3,0.1,-2.7,1.0

# High-throughput results deposited in PubChem BioAssay by The Scripps Research Institute Molecular Screening Center.

# Compounds as they come. Share with any hit: about 3.5%.
